S3 lipid droplet: qHTS Assay for Lipid Storage Modulators in Drosophila S3 Cells; Drosophila S3 cells, BODIPY lipid droplet fluorescence, 18-24 h; cells fed with added oleic acid; lipid storage change, negative = inhibition, % at the top dose, mostly 46.1 µM; hits show Potency in µM; actives 0.64% (n = 320,000); active = well fitted inhibition curve with a large enough effect in the signal ratio, with a control signal flat, not every such curve was filed as active; inconclusive = small, poorly fitted or top-dose-only effect, or effect the other way, or a change in a side signal; the % refers to the signal ratio
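Drosophila S3 cells loaded with oleic acid (400 uM, as added) and compounds at several concentrations; lipid droplets imaged by 488-nm laser-scanning cytometry, 500–530 nm intensity and object ratio to cell channel. Percent activity normalized to 20 uM Triacsin C.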
S3 lipid droplet cell count max: further read-out of S3 lipid droplet, marked with its call; cell number change, %; measured here: cell count max response;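 cells counted by Cell Tracker Red CMTPX staining in the red channel; peak over a dose series mostly up to 46.1 µM; percent activity relative to internal control wells on each plate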
An asterisk follows results filed as active; i = inactive; ? = inconclusive; nt = no result given. % is scaled to controls: 0 for no effect and ±100 for the full control effect; potency is read from the fitted curve at half-maximal effect. This is a subset (hit frequency here may not be typical).

Compound | S3 lipid droplet | S3 lipid droplet cell count max
Cc1cccc(NC(=O)CC(C)S(=O)(=O)c2ccc3c(c2)NC(=O)CO3)c1C (centres undefined) | ? | nt
COc1ccccc1C1CC(=O)NC(C)=C1C(=O)OC(C)C (centres undefined) | 7% | nt
CCOc1ccc(C(c2c(C)[nH][nH]c2=O)c2c(C)[nH][nH]c2=O)cc1OC | 10% | 9
N#Cc1ccc(CN2CCN(CC(=O)Nc3ccccc3C(=O)NC3CC3)CC2)cc1 | ? | nt
O=C(Nc1nnc(-c2ccccc2SCc2ccccc2F)s1)Nc1ccccc1F | i | 17
CC(O)CN(Cc1ccc(Cl)cc1)CC(C)O (centres undefined) | -10% | 8
CCc1nc(SCC(=O)Nc2cccc3ccccc23)[nH]c(=O)c1C | ? | nt
Cc1cc(C)c2ccc(NN)nc2c1O | ? | nt
O=C(COC(=O)c1ccc(Cl)nc1)NNC(=O)c1ccc(Cl)cc1 | ? | nt
O=C1c2cccc3cccc(c23)C(=O)N1CC1CCN(CC(O)COCc2ccc3c(c2)OCO3)CC1 (centres undefined) | ? | nt
Cc1cc2c(C)cc(=O)[nH]c2cc1NC(=O)CCl | -20% | nt
Cc1nc(-c2cccs2)ccc1C(=O)O | ? | nt
CC(C)[C@H](NC(=O)c1ccccc1)C(=O)N1CCc2ccccc21 | 9% | 1
CCCCCCCCCCOC(=O)Cn1c(COc2ccc(Cl)cc2)[n+](C)c2ccccc21 | ? | nt
Cn1c(N)c(C(=O)COC(=O)CSc2ccc3ccccc3c2)c(=O)n(C)c1=O | ? | nt
CCOC(=O)Cc1nn(Cc2ccccc2)c(=O)c2ccccc12 | 15% | 10
COc1ccc(-n2c(SCC3OCCO3)nc3c(sc(=S)n3-c3ccccc3)c2=O)cc1OC | 1% | -7
O=C(CCCNS(=O)(=O)c1cccc2nsnc12)NC1CCCCC1 | 8% | nt
O=c1oc2ccccc2c(NCCO)c1[N+](=O)[O-] | ? | nt
COc1ccccc1NC(=O)c1ccc(NC(=O)c2nc3nccc(C)n3n2)cc1 | ? | nt

More records follow.
Compound | S3 lipid droplet | S3 lipid droplet cell count max
CCn1c(=N)n(CCO)c2ccccc21 | ? | nt
Cc1cccc(C)c1OCCCCCNCCO | ? | nt
COc1ccccc1C(CNC(=O)c1ccc(-c2ccccc2Cl)o1)N1CCCC1 (centres undefined) | ? | nt
Cc1cc(C)n(S(=O)(=O)c2ccccc2)n1 | ? | nt
CC(C)CCNC(=O)CC1Nc2c3ccccc3nc(=S)n2C1=O (centres undefined) | ? | nt
Cc1ccc(NC(=O)COC(=O)Cc2ccsc2)c(C)c1 | ? | nt
O=C(CSc1ccc(Br)cc1)N1CCN(C(=O)c2ccco2)CC1 | ? | nt
Cc1cccc(C)c1NC(=S)N(Cc1ccccc1)Cc1cccs1 | -11% | 9
CCOC(=O)n1n[n+]([O-])c2ccccc21 | ? | nt
O=C(COC(=O)Cn1cnc2ccccc2c1=O)NCc1ccccc1Cl | ? | nt
O=C(NC(=S)N(CCCCO)C1CCCCC1)c1sc2ccccc2c1Cl | ? | nt
CC1CC(C)CN(C(=O)Cn2c(=O)c3cccn3c3cccnc32)C1 (centres undefined) | ? | nt
CCc1ccc(CN(C)C(=O)c2cc(COc3c(F)cccc3F)on2)cc1 | -7% | 22
NC(=O)c1ccsc1NC(=O)COC(=O)CSc1ccc(Cl)cc1 | 4% | -2
CCOc1ccccc1Nc1ncccc1C(=O)O | -5% | -1
O=C(CSc1nc(-c2ccccc2Cl)ns1)Nc1ccc2c(c1)OCO2 | -14% | -11
COc1ccc(CN(CC(=O)NCc2ccc(F)cc2)C(=O)c2ccco2)cc1 | ? | nt
Cc1ccc(NS(=O)(=O)c2cc3c(cc2C)NC(=O)CO3)cc1 | ? | nt
CCc1ccccc1NC(=O)C1CCN(C(=O)N2CCOc3ccccc32)CC1 | ? | nt
CC1C(=O)N2CCCc3cc(S(=O)(=O)N4CCN(c5ccc(F)cc5)CC4)cc1c32 (centres undefined) | ? | nt

Next part.
Compound | S3 lipid droplet | S3 lipid droplet cell count max
Cc1ccc(NC(=O)c2sc3ccccc3c2Cl)nc1 | ? | nt
COc1ccc(C)cc1NC(=O)C1CCCN(S(=O)(=O)c2cccnc2)C1 (centres undefined) | ? | nt
CC(C)OCc1ccc(C(=O)N2CCN(S(=O)(=O)c3ccc(Br)s3)CC2)cc1 | ? | nt
CC(CNC(=O)CCn1c(=O)c2cccn2c2ccc(F)cc21)c1ccccc1 (centres undefined) | ? | nt
COCCNC(=O)CCCn1c(=O)c2cc(OC)c(OC)cc2n(CC(=O)Nc2ccccc2OC)c1=O | 5% | 17
CN(c1ccccc1)S(=O)(=O)c1ccc(C(=O)OCC(=O)N2CCOCC2)cc1 | i | nt
Cc1cc(C)c(S(=O)(=O)c2ccccc2Cl)c(Cl)n1 | -2% | 1
O=C(N/N=C/c1ccccc1O)C1(O)c2ccccc2-c2ccccc21 | -9% | -2
Cc1sc2ncnc(OCC(=O)NC(C)C(C)C)c2c1C (centres undefined) | ? | nt
O=C(NCc1ccc2c(c1)OCO2)c1ccc(CS(=O)(=O)c2ccc(Br)cc2)o1 | ? | nt
O=C(CN(C(=O)c1csnn1)c1ccc(F)c(Cl)c1)NCc1ccc(F)cc1 | i | 2
Cc1c(-c2nc(N)nc(Nc3ccc(F)cc3)n2)oc2ccccc12 | ? | nt
CN(Cc1ccccc1)C(=O)CCCn1c(=O)c2cccn2c2cccnc21 | ? | nt
COc1ccccc1N(CC(=O)NCCc1ccccc1)S(C)(=O)=O | i | nt
Cc1ccc(NC(=O)C2CCCN(S(=O)(=O)c3cnc[nH]3)C2)cc1F (centres undefined) | -13% | -38
CN=C1c2cc3cc(OC)ccc3n2CCN1C | 5% | 3
Cc1ccc(-c2cc(C(=O)Nc3nccs3)c3ccccc3n2)o1 | 27% | nt
CCc1ccc(N2CC(C(=O)Nc3ccc(S(=O)(=O)Nc4nccs4)cc3)CC2=O)cc1 (centres undefined) | ? | nt
O=C(CSc1nc2ccccc2c(=O)n1CCCO)NC1CC1 | 2% | -2
O=c1c2cc([N+](=O)[O-])ccc2nc2n1CCC2 | 0% | 21

A second format for some results above.
O=C(NCc1ccc2c(c1)OCO2)c1ccc(CS(=O)(=O)c2ccc(Br)cc2)o1
  S3 lipid droplet: ?	S3 lipid droplet cell count max: nt
O=C(CSc1nc2ccccc2c(=O)n1CCCO)NC1CC1
  S3 lipid droplet: 2%	S3 lipid droplet cell count max: -2

More compounds:
| structure | S3 lipid droplet | S3 lipid droplet cell count max |
| --- | --- | --- |
| CCN(CCn1cccn1)C(=O)CCc1nnc(CCc2ccccc2OC)o1 | 4% | 14 |
| CCn1ccnc1CN(C)C(=O)CC1C(=O)NCCN1Cc1c(F)cccc1Cl (centres undefined) | ? | nt |
| C=CCn1c(O)c(N=NC(=O)CNC(=O)c2ccco2)c2ccccc21 | ? | nt |
| Cc1ccc(Sc2nnc(Cc3ccccc3)c3ccccc23)cc1 | ? | nt |
| CC(=O)Oc1ccc(N2C(=O)[C@@H]3[C@H](C2=O)[C@H]2c4ccccc4C=NN2[C@@H]3C(C)=O)cc1 | 5% | 17 |
| Cc1ccc(S(=O)(=O)NCC2NCCc3ccccc32)cc1 (centres undefined) | -4% | 11 |
| Cc1ccc(CNC(=O)Nc2cccs2)cc1 | 2% | -1 |
| CCC(C)(C)n1nnnc1C(c1ccc(O)c(OC)c1)N1CCN(c2nc3ccccc3s2)CC1 (centres undefined) | 12% | -1 |
| Cc1ccc(C(=O)c2cc(C)sc2N)cc1 | ? | nt |
| COc1cc(C2OC(c3cc(OC)c(OC)c(OC)c3)C(C)C2C)cc(OC)c1OC (centres undefined) | 4% | 6 |
| Cc1ccc(NC(=O)C(=O)NCc2ccc(/C=N/NC(=O)c3c(C)nc4cc(C)ccn34)o2)cc1 | -5% | -9 |
| CC(C)OC(=O)c1nnc(-c2ccccc2)nc1OC(C)C | i | nt |
| CCOC(=O)c1cnc2[nH]c3ccccc3n2c1=O | 5% | -3 |
| O=C(O)/C=C/C(=O)OC1CC2CCC1C2 (centres undefined) | ? | nt |
| CC(C)N(C(=O)CN1CCN(S(=O)(=O)c2ccc(Br)s2)CC1)C(C)C | -1% | nt |
| CC1CN(C(=O)c2ccccc2)c2ccccc2NC1=O (centres undefined) | i | 4 |
| Cc1ccc(/C=N/NC(=O)c2cccnc2)o1 | 1% | nt |
| CCCCN1C(=O)Cc2c1nc(N)c1c(N)nc(N(CCC)CCC)c(C#N)c21 | ? | nt |
| CC1(C)Cc2c(sc3[nH]c(=O)n(CC(=O)NCC4CCCO4)c(=O)c23)CO1 (centres undefined) | i | -16 |
| O=C(Nc1ccc2nn(-c3ccccc3)nc2c1)c1ccc(Br)o1 | ? | nt |
| CCC1(C)C2(C#N)C(N)=NC(OC)(OC)C12C#N (centres undefined) | -8% | -18 |
| Cc1ccc(C#CC[N+](C)(C)CC#Cc2ccccc2)cc1 | -8% | nt |
| Cc1c(C)c2c(OCC(=O)NCC(=O)NCC(=O)O)cc3c(c2oc1=O)CCC(C)(C)O3 | ? | nt |
| Cc1ccc(SCc2ccc(C(=O)Nc3ccccc3Br)cc2)cc1 | 5% | 3 |
| O=C(ONC1=NCCCCC1)c1cccc([N+](=O)[O-])c1 | ? | nt |

Additional records:
| structure | S3 lipid droplet | S3 lipid droplet cell count max |
| --- | --- | --- |
| N#Cc1ccc(C(=O)OCC(=O)NC(=O)NC2CCCCC2)cc1 | ? | nt |
| COc1ccc(CCNC(=O)COC(=O)c2ccc([N+](=O)[O-])o2)cc1 | -8% | -7 |
| O=C(O)c1csc(-c2cccs2)n1 | ? | nt |
| CCCCCn1c(SCC(=O)OC)nc2c1c(=O)[nH]c(=O)n2C | ? | nt |
| Cc1ccc(C)c(NC(=O)c2cc(=O)c3ccccc3o2)c1 | 28% | nt |
| O=c1cc(-c2ccccc2F)oc2ccccc12 | ? | nt |
| CC(C)(C)c1ccc(NC(=O)c2ccc(=O)[nH]n2)cc1 | -2% | -14 |
| CCOc1ccccc1C(=O)NCCc1cnc[nH]1 | i | nt |
| Cc1c(Br)c([N+](=O)[O-])nn1CC(=O)Nc1ccccn1 | ? | nt |
| Cc1ccc(NC(=S)c2ccccc2)cc1 | 10% | 12 |
| COCCN(C(=S)Nc1ccc(C)cc1)C(C)c1cccnc1 (centres undefined) | ? | nt |
| Cc1ccc(C(=O)Nc2ccc3c(c2)OCO3)cc1 | ? | nt |
| COc1ccc(-c2oc3cccnc3c2/C=C/c2ccc(OC)c(OC)c2)cc1 | ? | nt |
| O=C(Nc1nc2cc3c(cc2s1)OCCO3)C1CCCCC1 | ? | nt |
| CCOC(=O)N1CCN(C(=O)CSc2ccc(-c3cccnc3)nn2)CC1 | -2% | 16 |
| Nc1cccc(NC(=O)CN2CCOCC2)c1 | ? | nt |
| COc1ccccc1N1C(=N)S/C(=C\c2ccc(-c3ccccc3C(=O)O)o2)C1=O | ? | nt |
| O=C1N(Cc2cccnc2)C[C@@H]2C[C@@H](c3ccccc3C#Cc3ccccc3)N3CCC[C@@]123 | -6% | 1 |
| O=C(c1cc2nc(-c3ccco3)cc(C(F)(F)F)n2n1)N1CCN(Cc2ccccc2)CC1 | ? | nt |
| O=[N+]([O-])c1ccccc1S(=O)(=O)NCc1ccc(F)cc1 | -8% | -11 |
| CC(=O)N1CC(c2ccccc2)C(c2ccc(Cl)cc2)=N1 (centres undefined) | ? | nt |
| Cc1c(S(=O)(=O)N2CCN(c3ccccc3)CC2)c(=O)n(C)c(=O)n1C | 1% | -3 |
| COCCN(C(=O)CSc1nc2ccc(Cl)cc2[nH]1)c1c(N)n(Cc2ccccc2)c(=O)[nH]c1=O | ? | nt |
| N#CCC(=O)Nc1cc(C(F)(F)F)ccc1N1CCOCC1 | ? | nt |
| Cc1cc(C(=O)COC(=O)c2ccc3c(c2)NC(=O)CS3)c(C)n1CCc1ccc(Cl)cc1 | ? | nt |

Structures from the list above with a cyano group (5):
| structure | S3 lipid droplet | S3 lipid droplet cell count max |
| --- | --- | --- |
| N#Cc1ccc(CN2CCN(CC(=O)Nc3ccccc3C(=O)NC3CC3)CC2)cc1 | ? | nt |
| CCCCN1C(=O)Cc2c1nc(N)c1c(N)nc(N(CCC)CCC)c(C#N)c21 | ? | nt |
| CCC1(C)C2(C#N)C(N)=NC(OC)(OC)C12C#N (centres undefined) | -8% | -18 |
| N#Cc1ccc(C(=O)OCC(=O)NC(=O)NC2CCCCC2)cc1 | ? | nt |
| N#CCC(=O)Nc1cc(C(F)(F)F)ccc1N1CCOCC1 | ? | nt |

Remaining list, next part:
| structure | S3 lipid droplet | S3 lipid droplet cell count max |
| --- | --- | --- |
| Cc1nc2ccc(NS(=O)(=O)c3ccc(F)cc3)cc2s1 | i | 20 |
| COC(=O)c1ccc(COc2ccc(/C=N/O)cc2OC)o1 | -23% | -4 |
| Cn1c(=O)n(C)c2cc(NS(=O)(=O)c3ccc(F)cc3)ccc21 | ? | nt |
| O=C(Nc1ccc2c(c1)OCCO2)C1CCN(C(=O)c2ccc(Cl)cc2)CC1 | -20% | 18 |
| Cc1cc(CNC(=O)c2ccc3nc(Cc4ccccc4F)oc3c2)nn1C | i | 18 |
| O=C(c1ccc(F)cc1)C1CCN(S(=O)(=O)c2ccccc2)CC1 | 6% | 2 |
| C=CCN(C(=O)Cn1ncc2c1-c1cc(C)ccc1OC2)c1ccccc1 | ? | nt |
| CC(=O)c1cccc(NC(=S)N2CCN(c3ccccn3)CC2)c1 | ? | nt |
| CCC1(CC)NC(=S)N(Nc2ccccc2)C1=O | ? | nt |
| Cc1cc(Cl)ccc1NC(=S)NCc1ccccc1 | ? | nt |
| CN(C)S(=O)(=O)Nc1ccccc1F | -12% | -1 |
| COc1ccc(N2CCN(c3oc(COc4ccc(Cl)cc4)nc3C#N)CC2)cc1 | 1% | -10 |

Compound activity from PubChem.
